MmCpn inh: inhibitors of Methanococcus maripaludis chaperonin (MmCpn); purified Mm-Cpn ATPase, ADP Transcreener TR-FRET; Potency, µM (highest dose often 76.9 µM), inactives show at the highest dose activity, negative = inhibition, hits mostly inhibitors; 330,000 tested, 0.031% active; AID 504842; also: potency is read from the fitted curve at half-maximal effect; % is scaled to controls: 0 for no effect and ±100 for the full control effect; nearly all actives have a fitted effect of over 80% in size
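Reaction buffer contained 30 mM Tris pH 7.4, 100 mM KCl, 5 mM MgCl2 and 1 mM DTT. Mm-CPN (25 nM final) hydrolysed 10 uM ATP over 30 min at 37°C; ADP was read by HTRF.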
EPAC1 antag: blocks human EPAC1 exchange factor; EPAC1 GEF assay, Rap1b-BODIPY-GDP exchange fluorescence; 360,000 tested, 0.14% active; AID 720709; Potency, µM (top dose mostly 115 µM), for the others: at the top dose activity change, negative = inhibition, most hits filed as inhibitors; O95398;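 also: potency is read from the fitted curve at half-maximal effect; plate controls were vehicle for no effect and positive control for full effect; nearly all actives have a fitted effect of over 50% in size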
EPAC1 ag: agonists of human EPAC1. EPAC1 agonist qHTS, biochemical assay; response scale: 100% = response to 6.5 mM cAMP. Potency, µM (highest dose often 154 µM), for inactives: top-dose activation, actives largely listed as activators. 360,000 tested, 0.073% active; also: potency is read from the fitted curve at half-maximal effect; nearly all actives have a fitted effect of over 60% in size
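Read-out is the fluorescence drop as BODIPY-GDP leaves Rap1B (480 nm excitation, 540 nm emission), recorded every 5 minutes over 30 minutes. Reactions held 100 nM EPAC1, 250 nM Rap1B–BODIPY-GDP and 50 uM GDP, with 6.5 mM cAMP setting full activation.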
CCT chaperon mod: modulators of cytosolic chaperonin (CCT/TRiC) activity. AID 651819. activity change, % (test concentration not listed), hits read low. purified chaperonin ATPase assay, HTRF ADP detection, 30 min. 360,000 tested, 0.3% active; in the data active = activity change below about -30%; also: % is scaled to controls: 0 for no effect and ±100 for the full control effect
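We incubate TRiC, 40 or 20 nM final, with library compounds at 76 uM and 10 uM ATP for 30 min at 37 °C. ADP formed is detected with Transcreener HTRF reagents after 30 min at room temperature.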
PLK1 PBD block: inhibitors of human PLK1 polo-box domain binding; P53350; Plk1 PBD binding of FITC phosphopeptide, fluorescence polarization; Potency, µM, for inactives: max response, negative = inhibition, most hits filed as inhibitors; 360,000 tested, 2.8% active; also: potency is read from the fitted curve at half-maximal effect; series mostly up to about 57 µM; % is scaled to controls: 0 for no effect and ±100 for the full control effect; nearly all actives have a fitted effect of over 65% in size
PI5P4K alpha inh: blocks human PI5P4K alpha kinase activity; P48426; PI5P4Kalpha enzyme, ADP-Glo luminescence, 60 min; active compounds read low; max response, %; 330,000 tested, 1.2% active; AID 652105; active = max response of -50% or lower; inconclusive = between -30% and -50%; inactive = -30% or higher; also: value at the top dose of about 77 µM; % is scaled to controls: 0 for no effect and ±100 for the full control effect
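ADP-Glo luminescence end-point read after a 60 min room-temperature kinase reaction of PI5P4Kalpha plus substrate, initiated with ATP at 5 microM final. Buffer: 0.038 M HEPES pH 7.4, EGTA, 0.1% CHAPS, 5% DMSO.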
WRN helicase inh: blocks human WRN helicase; WRN helicase unwinding, fluorescent forked duplex, kinetic; Potency, µM (doses to about 114 µM), for the others: top-dose activity change, negative = inhibition, most hits filed as inhibitors; 360,000 tested, 0.46% active; AID 651768; also: potency is read from the fitted curve at half-maximal effect; % is scaled to controls: 0 for no effect and ±100 for the full control effect; nearly all actives have a fitted effect of over 55% in size
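Kinetic fluorescence helicase assay: unwinding of a quenched forked DNA duplex (100 nM final) with 2 mM ATP final raises red fluorescence (525/598 nm). Compounds sat 15 min at room temperature with 20 nM WRN beforehand.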
EPAC2 antag: EPAC2 (human) antagonism | Potency, µM (highest dose often 114 µM), without a hit: top-dose activity, negative = inhibition, hits mostly inhibitors | Q8WZA2 | EPAC2 GEF exchange of Rap1B-BODIPY-GDP, fluorescence | AID 720708 | 360,000 tested, 0.18% active; also: potency is read from the fitted curve at half-maximal effect; % is scaled to controls: 0 for no effect and ±100 for the full control effect; nearly all actives have a fitted effect of over 45% in size; many of its hits are not listed in these tables
* = called active by the depositor; ? = inconclusive; / = not tested or not shown; [ ] = another dose, or the depositor's remark. Unless noted, calls follow the shape of the dose curve; as a rule, active = well fitted curve in the direction sought with a large enough effect; inconclusive = small, poorly fitted or top-dose-only effect, or another doubt; inactive = no such curve, though single readings can be large; an effect the other way counts as inactive or inconclusive. Some of the compounds tested; count on the stated rates, not on these rows.

SMILES	MmCpn inh	EPAC1 antag	EPAC1 ag	CCT chaperon mod	PLK1 PBD block	PI5P4K alpha inh	WRN helicase inh	EPAC2 antag
O=c1[nH]c(C2CCN(S(=O)(=O)c3ccc4c(c3)OCCO4)CC2)nc2c1nnn2Cc1c(F)cccc1Cl	0%	6%	2%	0.0	-2%	0	-10%	5%
CCOCCOC(NC(=O)c1ccccc1)(C(F)(F)F)C(F)(F)F	1%	-8%	-14%	-1.2	-5%	-4	-3%	4%
Cc1ccc(S(=O)(=O)Cc2c(C)noc2C)cc1	1%	-1%	7%	-1.7	-6%	/	-5%	14%
Cc1ccc(OCC2Cn3c(nc4c3c(=O)[nH]c(=O)n4C)O2)cc1C (centres undefined)	-4%	-8%	-4%	-1.3	-14%	-9	4%	12%
CCC(C)c1ccc(OCCn2ccnc2)cc1 (centres undefined)	0%	-7%	2%	-3.2	-8%	5	-23%	-2%
COc1ccc(Cl)cc1N=Cc1c(O)c2ccccc2oc1=O	0%	-9%	1%	-0.5	3%	-24	6%	7%
CNC(=O)COC(=O)c1cc(NC(=O)c2ccco2)c(OC)c(OC)c1	-1%	-6%	-8%	-3.9	-2%	1	-1%	3%
COc1ccc(C(=O)Nc2cc(C(C)=O)c(/C=C/N(C)C)oc2=O)cc1	-1%	7%	8%	-11	21%	-2	1%	16%
CCN1CCSc2ccc(C(=O)NCc3ccccc3Br)cc21	-10%	-12%	-6%	0.9	1%	0	-6%	-7%
COCCNC(=O)C(c1ccc(C)o1)N(CC1CCCO1)C(=O)Cn1nnc2ccccc21 (centres undefined)	0%	2%	0%	1.6	-24%	0	5%	0%
C#CCOCCOCCOCCNc1nc(N2CCOCC2)nc(N2CCN(C(=O)[C@H](CCC(=O)O)n3cc(C(N)[C@H](C)CC)nn3)CC2)n1 (some centres undefined)	/	-14%	5%	0.7	-21%	5	0%	13%
Cc1cc(C)n(CC(=O)NNC(=O)C2CC(=O)N(Cc3ccccc3Cl)C2)n1 (centres undefined)	-2%	-1%	-2%	-1.4	1%	-2	-12%	-26%
CCOC(=O)CCCNS(=O)(=O)c1c(C)ccc2nsnc12	-1%	4%	-1%	-8.3	-22%	-3	4%	12%
COc1ccccc1CNC(=O)CCNC(=O)C1CCN(S(=O)(=O)c2ccccc2)CC1	-9%	-4%	-4%	-2.7	4%	-4	10%	6%
Cc1ccc(S(=O)(=O)N(C)C[C@@H]2OCc3cnnn3CCCC(=O)N([C@@H](C)CO)C[C@H]2C)cc1	/	15%	-18%	1.5	-12%	-2	6%	8%
Cc1nc(SCC(=O)Nc2cc(C)on2)c2c(=O)n(C)c(=O)n(C)c2n1	5%	-11%	3%	-1.5	-1%	3	-6%	0%
CCOC(=O)c1c(S(=O)(=O)N(C)C2CCCCC2)c(C)n(C)c1C	-2%	13%	-11%	-0.3	3%	-1	0%	-2%
CC1Nc2ccccc2C(=O)N1NS(=O)(=O)c1ccccc1 (centres undefined)	-2%	3%	-6%	-1.2	2%	-1	6%	10%
COc1cccc(CNC(=O)COC(=O)CN2C(=O)NC3(CCCCC3C)C2=O)c1 (centres undefined)	-1%	8%	-16%	-10	0%	-4	12%	0%
CCOC(=O)N1CCN(C(=O)c2cccn3c(=O)c4cc(Br)ccc4nc23)CC1	0%	4%	4%	2.5	-1%	7	-6%	6%

Some of the entries so far, with bars between the fields.
Molecule | MmCpn inh | EPAC1 antag | EPAC1 ag | CCT chaperon mod | PLK1 PBD block | PI5P4K alpha inh | WRN helicase inh | EPAC2 antag
COc1ccccc1CNC(=O)CCNC(=O)C1CCN(S(=O)(=O)c2ccccc2)CC1 | -9% | -4% | -4% | -2.7 | 4% | -4 | 10% | 6%
C#CCOCCOCCOCCNc1nc(N2CCOCC2)nc(N2CCN(C(=O)[C@H](CCC(=O)O)n3cc(C(N)[C@H](C)CC)nn3)CC2)n1 (some centres undefined) | / | -14% | 5% | 0.7 | -21% | 5 | 0% | 13%
CC1Nc2ccccc2C(=O)N1NS(=O)(=O)c1ccccc1 (centres undefined) | -2% | 3% | -6% | -1.2 | 2% | -1 | 6% | 10%

More results follow:
SMILES	MmCpn inh	EPAC1 antag	EPAC1 ag	CCT chaperon mod	PLK1 PBD block	PI5P4K alpha inh	WRN helicase inh	EPAC2 antag
COC(=O)c1c(NC(NC(=O)C(C)(C)C)C(Cl)(Cl)Cl)sc2c1CCC2 (centres undefined)	-1%	-19%	2%	-6.2	-6%	12	-8%	-4%
CCOc1ccccc1C(=O)N/N=C/c1ccoc1	2%	7%	13%	-0.5	-9%	?	6%[11.6 µM]	-5%
CCOC(=O)[C@]12CCCC=C1N(Cc1ccc3c(c1)OCO3)C(=O)[C@H](CC(=O)N1CCCCC1)C2	/	6%	9%	-0.8	-14%	-1	4%	6%
O=C(NCc1ccccc1)C1=C[C@@H](c2ccc(C(F)(F)F)cc2)C[C@@H](OCc2ccc(CO)cc2)O1	/	-13%	-12%	0.9	-3%	-29	-10%	-4%
CC(C)(C)c1ccc(C(=O)NCC(=O)OCC(=O)Nc2ccccc2[N+](=O)[O-])cc1	0%	-15%	3%	0.0	-5%	0	-7%	?
Cc1ccc2c(c1)N(CC(=O)N1CCN(c3nc4ccccc4s3)CC1)C(=O)C(C)O2 (centres undefined)	0%	2%	10%	-1.3	-7%	/	1%	-5%
CCCCCCNC(=O)c1c(O)c2cccc3c2n(c1=O)CCC3	1%	-18%	5%	-1.3	-7%	13	2%	-27%[57.1 µM]
CCOc1ccccc1NC(=O)CSc1nc2ccccc2c(=O)n1CC1CCCO1 (centres undefined)	0%	-16%	-2%	1.6	?	-3	-4%	?
Cc1nc(=S)c2ccccc2[nH]1	-2%	8%	-17%	1.6	-4%	-5	3%	1%
O=C(c1ccco1)N1CCN(C(=O)c2cc(-c3ccccc3F)no2)CC1	0%	1%	2%	0.3	-14%	-13	-6%	-4%
Cc1ccccc1Cn1c(=O)c2c(nc3n2CCN3Cc2ccco2)n(C)c1=O	/	-19%	6%	-1.3	-19%	2	-1%	-1%
COc1ccccc1C1C(C(C)=O)=C(O)C(=O)N1c1ccc(O)cc1 (centres undefined)	-3%	6%	-6%	1.0	-10%	2	13%	7%
CCCCCn1c(SCC(=O)OCC)nc2cc(C(=O)N3CCC(C(N)=O)CC3)ccc2c1=O	1%	11%	-1%	-0.6	-3%	/	4%	18%
CCOc1ccc(CCNC(=O)CN2C(=O)c3cccnc3Oc3ccc(C)cc32)cc1OCC	-1%	-7%	-20%	-0.3	1%	21	-9%	-11%
O=C1C(=O)c2cccnc2-c2ncccc21	/	?	15%	-1.3	?	-22	18µM*	?
NS(=O)(=O)c1ccc(CCNC(=O)C(=O)c2cn(CC(=O)N3CCOCC3)c3ccccc23)cc1	?	12%	1%	-2.1	-2%	3	4%	-4%
COc1ccccc1-c1nc(-c2ccc(Br)o2)no1	-1%	18%	7%	-0.7	5%	7	-7%	14%
COCCCNc1nc(N)c([N+](=O)[O-])c(Nc2cc(OC)ccc2OC)n1	1%	?	-2%	-1.0	-11%	2	-4%	2%
Cc1ccc(/C=C/c2nnc(-c3ccc(C)cc3)o2)cc1	1%	10%	6%	2.0	-4%	/	4%	9%
O=C(NC1CCCCCCC1)c1ccc(Br)cc1	/	5%	5%	1.2	3%	7	-5%	1%
O=C(Cn1nnc(-c2ccccc2)n1)N=Nc1c(O)[nH]c2ccccc12	0%	-9%	8%	-0.3	-4%	1	-10%	-6%
CCOC(=O)N1CCN(C(=O)C2CCCN(S(=O)(=O)c3cccnc3)C2)CC1 (centres undefined)	?	1%	2%	-1.3	1%	-8	10%	19%
NC(=S)Nc1ccc2cc[nH]c2c1	-1%	9%	-5%	0.4	-9%	-4	-9%[57.1 µM]	6%
CCC1(C)Cc2ccccc2-c2nc(NCCCO)n(C)c(=O)c21 (centres undefined)	-3%	-25%	7%	-0.7	-2%	14	0%	-14%
CN1CCCN(C2C3CC4CC(C3)CC2C4)CC1 (centres undefined)	-1%	12%	9%	0.8	2%	9	7%	3%
O=C(NCc1ccco1)C1CC(=O)N(c2cccc(Cl)c2)C1 (centres undefined)	1%	-14%	0%	-2.0	-4%	-12	-3%	7%
O=C(NNC(=O)C(O)(c1ccccc1)c1ccccc1)C1CC1	3%	-15%	5%	-5.7	-7%	-7	2%	-3%
O=C1C(Cc2ccccc2)NC(=S)N1c1ccccc1 (centres undefined)	1%	1%	-4%	0.8	-8%	/	2%	4%
CC(=O)Nc1ccccc1C(=O)C(=O)Nc1cccc(C(=O)NC2CC2)c1	2%	-8%	4%	-1.4	-12%	-3	-12%	-5%
COC(=O)CCS(=O)(=O)c1ccc(Cl)cc1	-2%	7%	-3%	-0.5	-2%	/	3%	7%
CCn1cc([N+](=O)[O-])c(C(=O)Nc2nc3ccc(OC)cc3s2)n1	0%	3%	-5%	-3.1	-11%	4	0%	8%[57.1 µM]
COCCN(CCNC(=O)c1ccc(NC2=NC3CS(=O)(=O)CC3S2)cc1)Cc1ccco1 (centres undefined)	-1%	1%	1%	0.4	-11%	0	-3%	-1%
Cc1oc2c(c1C(=O)O)C(=O)c1ccccc1C2=O	0%	-3%	-19%	0.4	1%	6	3%	2%
O=C(Nc1ccc(Cl)cn1)c1ccc2c(c1)OCCO2	-7%	-6%	-2%	1.2	-8%	1	-19%	5%
Cc1cccc(N2CCN(C(=O)CCN3C(=S)NC(C)(C)CC3C)CC2)c1C (centres undefined)	-3%	-5%	1%	-2.3	-10%	-7	6%	-3%
CC(=O)c1c(C)[nH]c(C(=O)COC(=O)c2c(-c3ccccc3)noc2C)c1C	-1%	-1%	2%	-3.1	-7%	-4	-11%	-4%
O=C(NNC(=S)NC(=O)c1ccco1)c1ccc(NC(=O)c2ccccc2)cc1	-13%	?	-6%	1.1	-22%	-2	-3%[57.1 µM]	12%
CC(C)NC(=O)C1(C)CCN1C(=O)c1ccccc1Oc1ccccc1 (centres undefined)	/	-5%	-12%	-1.2	-4%	0	7%	-5%
CCOc1ccc(CCNC(=O)COC(=O)C2=NNC(=O)CC2)cc1OCC	-1%	-14%	0%	1.1	-4%	-9	-3%	-5%
COc1ccc(N2CCc3c(C)nc4c(OC)cccc4c32)cc1	2%	-8%	8%	1.2	-2%	1	-9%	0%
CN(CCOc1ccc(Cl)cc1)C(=O)C1CCN(C(=O)c2ccc(Cl)cc2)CC1	2%	-11%	1%	-1.2	-8%	-11	-30%	-2%
CCOC(=O)C1CCN(C(=O)Cn2c(=O)oc3cc(S(=O)(=O)N4CCCC4)ccc32)CC1	2%	10%	-15%	-1.0	2%	-10	8%	28%
CC(C)CNC(=S)Nc1ccc(S(N)(=O)=O)cc1	-1%	-11%	-5%	-1.8	?	-9	6%	11%

Compound activity from PubChem BioAssay.
